Screens deposited in PubChem BioAssay by National Center for Advancing Translational Sciences (NCATS).
FLuc counter: counter-screen for miR-21 project: firefly luciferase inhibitors or activators. purified FLuc, Km substrates, luminescence inhibition. Potency, µM (highest dose often 57.5 µM), inactives show at the highest dose activity change, negative = inhibition, usual class: inhibitors. 360,000 compounds, 6.9% hits;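 further: plate controls were vehicle for no effect and reference inhibitor for full effect; nearly all actives have a fitted effect of over 55% in size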
Target sequence (P08659 whole entry, looked up): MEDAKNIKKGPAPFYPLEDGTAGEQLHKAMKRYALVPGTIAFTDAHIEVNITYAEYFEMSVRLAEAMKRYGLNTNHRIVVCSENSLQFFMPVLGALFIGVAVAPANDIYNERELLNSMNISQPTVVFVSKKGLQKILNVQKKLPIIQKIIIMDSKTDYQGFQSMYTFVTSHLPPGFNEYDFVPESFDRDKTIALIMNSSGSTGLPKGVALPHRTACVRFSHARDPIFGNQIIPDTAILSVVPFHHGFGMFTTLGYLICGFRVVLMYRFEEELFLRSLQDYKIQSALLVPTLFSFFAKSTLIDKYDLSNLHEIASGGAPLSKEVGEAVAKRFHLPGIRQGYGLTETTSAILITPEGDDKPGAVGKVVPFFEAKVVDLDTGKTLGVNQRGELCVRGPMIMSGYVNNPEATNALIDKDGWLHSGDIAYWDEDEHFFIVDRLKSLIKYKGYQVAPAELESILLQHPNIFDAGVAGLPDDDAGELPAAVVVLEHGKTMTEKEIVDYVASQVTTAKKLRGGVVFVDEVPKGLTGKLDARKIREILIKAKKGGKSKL
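Purified P. pyralis luciferase, 10 nM final, with Km-level 10 uM D-luciferin and 10 uM ATP in 50 mM Tris acetate pH 7.5, 10 mM Mg acetate, 0.01% Tween-20, 0.05% BSA; 6-point qHTS titration about 60 µM downward; luminescence read.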
ELG1 genotoxic: induces genotoxicity in HEK293T cells with luciferase-tagged ELG1 | Potency, µM (highest dose often 46 µM), inactives show at the top dose activity change, positive = activation, most hits filed as activators | 330,000 compounds, 1.3% hits | AID 504466 | HEK293T ELG1-luciferase reporter, luminescence, 16 h; further: % of control where 0% means no effect; nearly all actives have a fitted effect of over 60% in size
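Reporter readout depends on ELG1 protein level, which increases with genetic stress. After 16 hr compound exposure at 37 °C, luciferase activity was quantified using ONE-Glo.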
uPA generation: inhibitors of cell surface uPA generation. Potency, µM (top dose mostly 38.3 µM), for the others: top-dose activity change, negative = inhibition, hits mostly inhibitors. 330,000 compounds, 0.31% hits. AID 540303. cell surface uPA generation assay, qHTS; active means well fitted inhibition curve with a large enough effect; inconclusive means small, poorly fitted or top-dose-only effect; inactive means no such curve, though single readings can be large or run the other way; tested in mouse RAW 264.7 cells; further: on the % scale 0 is the no-effect control and ±100 the full control effect; nearly all actives have a fitted effect of over 55% in size
Rab9 promoter act: activators of Rab9 promoter; Huh7 Rab9 promoter-luciferase reporter, luminescence, 24 h; Potency, µM (highest dose often 9.22 µM), for the others: at the top dose activation, negative = inhibition, actives largely listed as activators; 320,000 compounds, 2.8% hits; AID 485297; further: % of control where 0% means no effect; nearly all actives have a fitted effect of over 60% in size
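Cells were plated at 1500 per well in reduced-serum medium with 10% FBS and left 2 h. Compound in DMSO was then added for 24 h at 37 °C. Reporter signal was read by luminescence after 10 min with luciferase detection reagent.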
MLL CXXC-DNA inh: inhibitors of human MLL CXXC domain-DNA interaction | Q03164 | Potency, µM (doses to about 115 µM), for inactives: top-dose activity change, negative = inhibition, most hits filed as inhibitors | MLL-CXXC / FITC-HOXA9 DNA fluorescence polarization | 290,000 compounds, 0.037% hits | AID 2662; active means well fitted inhibition curve with a large enough effect in the polarisation, with a control signal flat, not every such curve was filed as active; inconclusive means small, poorly fitted or top-dose-only effect, or effect the other way, or a change in a side signal; inactive means no such curve, though single readings can be large or run the other way; the % refers to the polarisation
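Fluorescence polarization: 7 uM MLL-CXXC (stock) preincubated 5 min with compounds, then 50 nM fluorescein-HOX-A9 DNA (stock) added; 30 min ambient. Buffer 50 mM Tris-HCl pH 7.5, 50 mM NaCl, 1 mM DTT, 0.05% BSA.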
NPC1 promoter act: activates the NPC1 promoter; Huh7 NPC1 promoter luciferase reporter, 24 h; Potency, µM (highest dose often 9.22 µM), for the others: at the highest dose activation, usual class: activators; 320,000 compounds, 2.4% hits; AID 485313;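 further: % of control where 0% means no effect; nearly all actives have a fitted effect of over 60% in size; reporter is driven by a mutant NPC1 promoter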
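Luminescence from an NPC1 promoter-driven luciferase reporter in stably transfected Huh7 cells was measured after 24 h compound treatment at 37 °C, followed by 10 min ambient incubation with luciferase detection reagent.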
RORgamma inh: ROR gamma (mouse) transcription inhibition | P51450 | Drosophila S2 Gal4-RORgamma UAS-luciferase reporter, 20 h | Potency, µM (series often up to 53.6 µM), for inactives: top-dose activity change, negative = inhibition, actives largely listed as inhibitors | 310,000 compounds, 5.4% hits | AID 2551; further: on the % scale 0 is the no-effect control and ±100 the full control effect; nearly all actives have a fitted effect of over 60% in size
Target sequence (P51450 whole entry, looked up, the tested form may be a part): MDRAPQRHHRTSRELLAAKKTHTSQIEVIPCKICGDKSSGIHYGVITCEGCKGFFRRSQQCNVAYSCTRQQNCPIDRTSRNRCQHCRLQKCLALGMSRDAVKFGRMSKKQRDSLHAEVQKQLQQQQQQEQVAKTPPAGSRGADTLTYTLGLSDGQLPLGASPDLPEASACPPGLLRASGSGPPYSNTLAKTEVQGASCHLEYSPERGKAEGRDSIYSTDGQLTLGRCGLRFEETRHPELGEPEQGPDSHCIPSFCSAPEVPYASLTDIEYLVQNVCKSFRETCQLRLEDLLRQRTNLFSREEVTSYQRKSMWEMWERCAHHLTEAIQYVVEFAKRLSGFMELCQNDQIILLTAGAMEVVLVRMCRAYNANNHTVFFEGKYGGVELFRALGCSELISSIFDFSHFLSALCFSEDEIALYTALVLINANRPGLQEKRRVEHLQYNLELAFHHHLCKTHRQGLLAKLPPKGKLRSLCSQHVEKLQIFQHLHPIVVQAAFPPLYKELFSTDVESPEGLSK
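Luciferase reporter read in Schneider cells carrying Gal4-RORγ (mouse) and UAS-Photinus luciferase; cells given compound 1 h before 700 uM copper sulfate induction, then incubated 20 h at ambient temperature.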
MBNL1 CUG block: MBNL1-poly(CUG) RNA binding inhibition | Q9NR56 | TR-FRET MBNL1-His/biotin-(CUG)12 binding, 665/545 ratio | Potency, µM (highest dose often 57.5 µM), for the others: at the top dose activity change, negative = inhibition, most hits filed as inhibitors | 280,000 compounds, 0.036% hits; active means well fitted inhibition curve with a large enough effect in the signal ratio, with a control signal flat, not every such curve was filed as active; inconclusive means small, poorly fitted or top-dose-only effect, or effect the other way, or a change in a side signal; inactive means no such curve, though single readings can be large or run the other way; the % refers to the signal ratio; further: on the % scale 0 is the no-effect control and ±100 the full control effect
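MBNL1-His + Biotin-(CUG)12, cpd titration 92 nM–58 uM; Tb anti-His Ab 0.055 ng/ul, SA-XL665 5 nM (final); 60 min RT; ratiometric 665/545 nm, Ex 340 nm; normalized to buffer and full-complex controls.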
BRCA1 expr act: BRCA1 expression activation | Potency, µM (top dose mostly 46.1 µM), without a hit: top-dose activation, most hits filed as activators | MCF7-BRCA1-FFLuc reporter, luminescence, 48 h; response scale: scaled: vehicle 0%, 10 µM genistein 100% | 380,000 compounds, 1.1% hits; further: nearly all actives have a fitted effect of over 80% in size; some results filed as inactive show a strong effect at the top dose
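MCF7 cells carrying a BRCA1-firefly luciferase reporter (2000 cells/well, phenol-red free MEM) were attached for 2 h at 37 °C, then given compounds for 48 h. Luminescence was read 15 min after luciferase reagent; activity normalized to genistein (10 microM) and DMSO.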
p53 reactivator: restores transcriptional activity of mutant p53 | AID 504706 | H1299 p53-A138V BP100-luciferase reporter, luminescence, 24 h | 320,000 compounds, 0.063% hits | Potency, µM (top dose mostly 92.2 µM), for the others: top-dose activity change, positive = activation, most hits filed as activators; further: % of control where 0% means no effect; nearly all actives have a fitted effect of over 45% in size
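H1299 (p53-null), stable ts p53-A138V + BP100-Luc; 1000 cells/well, Opti-MEM/10% FBS; cpd 4 pt, 1:5; 24 h, 37 deg C, 5% CO2; detection reagent 10 min RT; luminescence.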
VP16 counter: inhibits Gal4-VP16 luciferase reporter, ROR gamma counter-screen; Drosophila S2 Gal4-VP16 UAS-luciferase, luminescence, 20 h; Potency, µM (series often up to 53.6 µM), for inactives: at the highest dose activity, negative = inhibition, actives largely listed as inhibitors; 310,000 compounds, 3.5% hits; AID 2546;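 further: Gal4-VP16 expression switched on by copper sulfate through the metallothionein promoter; on the % scale 0 is the no-effect control and ±100 the full control effect; nearly all actives have a fitted effect of over 50% in size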
Starred values were filed as active, the others as inactive; ? = inconclusive; · = not tested or not shown; [ ] = another dose, or the depositor's remark. Unless noted, the call rests on the fitted dose curve; in most records, active means well fitted curve in the direction sought with a large enough effect; inconclusive means small, poorly fitted or top-dose-only effect, or another doubt; inactive means no such curve, though single readings can be large; an effect the other way counts as inactive or inconclusive. Potency means the concentration at half of the fitted maximal effect. Only part of the results is shown, so the mix of outcomes need not match the whole.

molecule	FLuc counter	ELG1 genotoxic	uPA generation	Rab9 promoter act	MLL CXXC-DNA inh	NPC1 promoter act	RORgamma inh	MBNL1 CUG block	BRCA1 expr act	p53 reactivator	VP16 counter
Cc1nc2cccc(C(=O)NC3CCCCC3)c2o1	6%	-2%	1%	-1%	3%	2%	-24%	-1%	2%	-8%	1%
CC(=O)Nc1ccc2oc(-c3ccccc3)nc2c1	7.6µM*	?	?	2.5µM*	-1%	1.3µM*	-28%	6%	?	16%	-22%
C#Cc1ccc([C@H]2C=C(C(=O)O)O[C@@H](OCc3ccc(CO)cc3)C2)cc1	-3%	4%	1%	5%	-26%	-2%	2%	1%	-1%	2%	-17%
CCOC(=O)C1=C(COC(=O)CNC(=O)c2cc(OC)c(OC)c(OC)c2)NC(=O)NC1C (stereo not given)	0%	4%	4%	-2%	·	1%	·	·	9%	8%	·
Cc1ccc(-c2noc(CCC(=O)Nc3cccc(C#N)c3)n2)cc1	?	-4%	-3%	18%	-9%	0%	?	1%	-7%	17%	?
O=C(CONS(=O)(=O)c1ccc(Cl)cc1)NCCNc1ncc(C(F)(F)F)cc1Cl	-1%	-13%	1%	0%	1%	-1%	42%	-5%	-1%	-2%	4%
COC(=O)C1CCN(C(=O)COC(=O)CNC(=O)c2ccc(Cl)cc2Cl)CC1	2%	-1%	4%	-1%	·	-2%	·	·	4%	-3%	·
CC(CNC(=O)CCc1nnc2ccc(N3CCC4(CC3)OCCO4)nn12)c1ccccc1 (stereo not given)	1%	1%	1%	-4%	22%	-5%	-1%	-4%	-2%	-1%	3%
Nc1c(O)ccc2c1C(=O)c1ccccc1C2=O	17µM*	10%	-2%	2%	-15%	14%	35%	?	67%	6%	-10%
CC1=NN(C(N)=S)C(=O)C1N=Nc1ccc([N+](=O)[O-])cc1 (stereo not given)	3.4µM*	?	-5%	?	2%	?	0.16µM*	?	4%	9%	1.3µM*
CCOc1cc(CNC2CCCC2)ccc1OCc1ccccc1Cl	0%	-4%	-6%	-7%	3%	0%	-14%	-4%	-54%	0%	4%
CN(C)S(=O)(=O)c1ccc(N2CCCC2)c(C(=O)NCC2CCCO2)c1 (stereo not given)	9%	1%	-16%	-4%	·	0%	·	·	-12%	3%	·
COc1ccc(C(=O)Oc2coc(CSc3nnc(NC(=O)c4cccs4)s3)cc2=O)cc1	-10%	-1%	6%	6%	161%[activator]	9%	-15%	1%	-22%	6%	-14%
O=C(CCn1ccc2cc(S(=O)(=O)N3CCCC3)ccc21)NCCc1ccccc1	0%	-3%	2%	-5%	2%	3%	15%	180%[activator]	11%	-1%	14%
C/C(=N\NC(=O)Cc1csc(N2CCOCC2)n1)c1ccccc1	-8%	-2%	-1%	-2%	5%	7%	14%	2%	0%[1.84 µM]	13%	4%
CC(C)CCN1CCN(Cc2coc3ccccc3c2=O)CC1CCO (stereo not given)	1%	8%	-4%	-1%	-11%	-7%	-9%	2%	5%	?	-2%
O=C(CN1CCOCC1)NC1CC2CCC1C2 (stereo not given)	1%	-9%	-5%	-8%	-3%	3%	22%	4%	-1%	9%	-19%
COCCCNC(=O)CCc1nnc(Cc2ccc(-c3ccccc3)cc2)o1	-17%	2%	3%	3%	0%	0%	2%	5%	13%	1%	-11%
Nc1c(C(=O)O)sc2nc(-c3ccccc3)cc(-c3ccc(Cl)cc3)c12	0%	-1%	-10%	-3%	-9%	2%	?	·	-31%	-9%	-7%
CN(C(=O)CN1C(=O)S/C(=C\c2ccc(F)cc2)C1=O)C1CCS(=O)(=O)C1 (stereo not given)	-7%	2%	-3%	-5%	8%	2%	7%	?	18%	9%	-13%
Cc1[nH]nc2nc3c(c(OC(=O)c4ccccc4)c12)c(=O)n(C)c(=O)n3C	1%	-2%	·	-7%	0%	-1%	-18%	-5%	·	3%	1%
CC1CCN(c2c(NCc3ccc(C(=O)N(C)C4CCCCC4)cc3)c(=O)c2=O)CC1	?	-3%	-13%	3%	-5%	4%	-4%	-11%	-2%	-10%	7%
CCc1noc(C)c1C(=O)N(CCC(C)C)c1c(N)n(Cc2ccccc2)c(=O)[nH]c1=O	3%	2%	-1%	-1%	·	-2%	·	·	13%	1%	·
C=CCNc1nc2ccccc2nc1NS(=O)(=O)c1ccc(F)cc1	4%	-3%	10%	0%	4%	0%	?	4%	-24%	2%	4%
Cc1csc(Cn2c(CN(C)C)nc3ccccc3c2=O)n1	1%[2.3 µM]	1%	3%	-1%	1%	-5%	-17%	-3%	-15%	-1%	4%
COc1ccc(CCN2C(=O)CC(C(N)=O)SC2=Nc2ccccc2)cc1 (stereo not given)	-2%	-3%	4%	0%	1%	1%	11%	·	26%	-1%	-10%
O=C(NCC1CCCO1)C(=O)NCC(c1ccco1)N1CCN(c2ccccc2F)CC1 (stereo not given)	1%	-2%	3%	-2%	1%	0%	?	·	-22%	4%	-4%
N#Cc1cccc(NC(=S)Nc2ccccc2)c1	3%	-6%	3%	1%	13%	-3%	-31%	·	11%	7%	-9%
O=C(OCC(=O)c1ccc[nH]1)c1ccc(Br)cc1	?	3%	-23%	3%	·	0%	·	·	39%	0%	·
Cc1cccc(OC(=O)CN2C(=O)C3C4CCC(C4)C3C2=O)c1C (stereo not given)	4%	-1%	·	-8%	-2%	1%	22%	0%	-6%	-6%	0%
O=C(Nc1ccnn1C1CCN(Cc2ccc(CO)o2)CC1)c1ccccc1	-1%	-2%	1%	4%	?	6%	?	-14%	18%	3%	-13%
O=C(CCN1CCN(c2ccccc2F)CC1)Nc1ccccc1F	-16%	3%	7%	5%	4%	4%	4%	-5%	-21%	11%	0%
O=C1CCC(=O)N1c1ccc(CSc2nc3ccccc3[nH]2)cc1	?	?	-4%	22%	0%	13%	?	-2%	56%	17%	-27%
NC(=O)COC(=O)c1ccc(Cl)c(S(=O)(=O)N2CCCCCC2)c1	1%	0%	0%	-4%	4%	0%	4%	13%	-1%	-2%	8%
CCCCSc1nnc(-c2ccc(C)cc2)o1	2.7µM*	2.1µM*	-14%	1.6µM*	8%	0.79µM*	?	0%	1.8µM*	?	?
CCCCC(=O)NS(=O)(=O)c1ccc(N=NN2CCOCC2)cc1	3%	3%	-1%	?	1%	-1%	5%	·	-11%	5%	11%
COc1ccccc1N1CCN(S(=O)(=O)c2c(C(=O)N3CCOCC3)c(C)n(C)c2C)CC1	0%	1%[9.26 µM]	1%	1%	8%	-1%	-15%	0%	5%	0%	1%
CCOC(=O)c1[nH]c2cc(OC)c(OC)cc2c1NC(=O)CN(C)C1CCCCC1	4%	-7%	·	-3%	-16%	4%	2%	10%	-53%	-3%	-2%
Cc1ccc(-c2nc3cc(N)ccc3o2)cc1Br	1.9µM*	2.9µM*	-5%	1.8µM*	-4%	1.3µM*	?	5%	?	?	-2%
Cc1ccc(C(=O)CNc2ccccc2C)cc1	6µM*	?	-4%	24%	0%	17%	-29%	-5%	-17%	?	-5%
COC(=O)c1sccc1NC(=S)N1CCN(c2ccc(F)cc2)CC1	2%	2%	3%	-5%	2%	-4%	-21%	-14%	-18%	5%	5%
COc1ccc(C(=O)N2CCN=C2SC)cc1OC	2%	0%	2%	-7%	-7%	-6%	-34%	6%	18%	1%	2%
CCOC(=O)c1ccc(S(=O)(=O)N2CCN(S(=O)(=O)CC)CC2)cc1	2%	7%	1%	1%	-13%	0%	-29%	4%	-6%	-5%	-4%
Cc1ccc(S(=O)(=O)N[C@H](C(=O)OCC(=O)N2N=C(c3ccc(Cl)cc3)CC2c2ccco2)C(C)C)cc1 (stereo not given in full)	-1%	-3%	3%	-5%	1%	-5%	32%	110%[activator]	-69%	13%	-16%
O=C(c1ccc(Br)o1)N1CCN=C1SCc1cccc(F)c1	0%	1%	-20%	-2%	4%	2%	-37%	97%[activator]	0%	-1%	-3%
C=CCNC(=O)c1ccc(Sc2ccccc2)c([N+](=O)[O-])c1	3%	3%	-7%	5%	-1%	-2%	13%	?	2%	13%	2%
Cc1cccc(Nc2nnc(SCC(=O)NC3CCCc4ccccc43)s2)c1 (stereo not given)	6µM*	-8%	0%	-2%	-1%	-6%	?	-1%	-56%	14%	?
